Screening results deposited in PubChem BioAssay by The Scripps Research Institute Molecular Screening Center.
CHRM4 agonist: agonists of human muscarinic M4 receptor (CHRM4); CHO-K1 hM4/Gqi5, Fluo-8 calcium fluorescence; vehicle 0%, full acetylcholine response 100%; hit rate 0.14% among 360,000; activation, % at 3 µM;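 active = activation above the run mean over all test wells plus 3 SD, cut at about 32% in these data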;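 also: peak over basal fluorescence ratio per well then scaled between controls; 0% = DMSO wells and 100% = acetylcholine at EC100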
Target sequence (P08173 whole entry, looked up): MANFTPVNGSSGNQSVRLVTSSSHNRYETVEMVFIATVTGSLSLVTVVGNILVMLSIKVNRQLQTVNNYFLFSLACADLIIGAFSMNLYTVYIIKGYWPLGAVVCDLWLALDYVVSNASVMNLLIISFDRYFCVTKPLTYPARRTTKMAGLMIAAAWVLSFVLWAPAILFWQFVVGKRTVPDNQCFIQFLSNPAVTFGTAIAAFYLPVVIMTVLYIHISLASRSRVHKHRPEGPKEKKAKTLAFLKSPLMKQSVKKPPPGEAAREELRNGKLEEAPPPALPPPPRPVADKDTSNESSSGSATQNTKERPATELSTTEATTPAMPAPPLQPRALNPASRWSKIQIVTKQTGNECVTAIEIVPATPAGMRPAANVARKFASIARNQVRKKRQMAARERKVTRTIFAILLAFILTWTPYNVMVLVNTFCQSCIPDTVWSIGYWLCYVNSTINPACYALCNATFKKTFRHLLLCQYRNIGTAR
CHO-K1 Ca PAM: M1 PAM counterscreen hit in parental CHO-K1 cells; hit rate 0.02% among 360,000; ATP EC20, Fluo-8 calcium fluorescence; 0% at ATP EC20, 100% at ATP max; activation, % at 3 µM; AID 602247;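 active = activation above the run cutoff, the mean activation of all test compounds plus 3 SD, cut at about 40% in these data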;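 also: peak over basal fluorescence ratio in a 140 s read after ATP addition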
M4 antag: blocks acetylcholine activation of human M4 receptor; P08173; inhibition, % at 3 µM; CHO-hM4 cells, ACh EC80, Fluo-8 calcium fluorescence; hit rate 0.73% among 360,000;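 active = inhibition above its plate's cutoff, the mean inhibition of sample wells plus 3 SD, cut at about 27% in these data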;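 also: 0% = acetylcholine EC80 with DMSO and 100% = DMSO without agonist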
CHRM5 PAM: CHRM5 positive allosteric modulation. CHO-K1 hM5, Fluo-8 calcium, ACh EC20 PAM; 0% = ACh EC20, 100% = ACh EC100. activation, % at 3 µM. hit rate 0.3% among 360,000. P08912;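 active = activation above the run cutoff, the mean activation of all test compounds plus 3 SD, cut at about 18% in these data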
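system = human M5 receptor in CHO-K1 cells | compound = one concentration, 3 µM final (nominal) | schedule = Post-acetylcholine fluorescence recording 140 s | signal = Fluo-8 calcium dye fluorescence, kinetic read | benchmarks = low control EC20 acetylcholine (0%), high control EC100 acetylcholine (100%) | repeats = singlicate, one well per test compound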
M5 antag: antagonists of human muscarinic M5 receptor (CHRM5). hit rate 0.59% among 360,000. P08912. CHO-hM5 cells, Fluo-8 calcium fluorescence, ACh EC80. AID 624040. inhibition, % at 3 µM;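 active = inhibition above a per-plate cutoff, the mean of that plate's test compounds plus 3 SD, cut at about 27% in these data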;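 also: 0% = acetylcholine EC80 with DMSO and 100% = DMSO without agonist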
M4 PAM: CHRM4 positive allosteric modulation. P08173. CHO-K1 hM4/Gqi5, Fluo-8 calcium fluorescence, ACh EC20; 0% = ACh EC20, 100% = maximal ACh. activation, % at 3 µM. hit rate 0.4% among 360,000;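 active = activation above its plate's cutoff, the mean activation of sample wells plus 3 SD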; also: some results filed as inactive read as strong as hits
CHO-K1 Ca antag: nonselective inhibitor or artifact in parental CHO-K1 cells; ATP-induced calcium, Fluo-8 fluorescence; inhibition, % at 3 µM; hit rate 0.6% among 360,000; AID 602250;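 active = inhibition above a per-plate cutoff, the plate's mean sample inhibition plus 3 SD, cut at about 24% in these data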;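 also: 0% = DMSO plus EC80 ATP and 100% = DMSO alone without ATP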
M5 ag: CHRM5 agonism in calcium assay; P08912; AID 624037; activation, % at 3 µM; hit rate 0.19% among 360,000; CHO-K1 hM5 cells, Fluo-8 calcium fluorescence; 0% DMSO wells, 100% maximal acetylcholine response;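 active = activation above the run's mean over test compounds plus 3 SD, cut at about 23% in these data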;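 also: signal is peak over basal fluorescence ratio across the kinetic read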
CHO-K1 Ca ag: M1 agonist counterscreen hit in parental CHO-K1 cells; Fluo-8 calcium fluorescence; scaled to maximal ATP response, vehicle zero; hit rate 0.48% among 360,000; activation, % at 3 µM; in the data active = activation above about 15%;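 also: untransfected CHO-K1 host cells lacking M1 receptor as counterscreen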
* marks the source's active call; other numbers are inactive results; nt = not tested or not shown.

Molecule	CHRM4 agonist	CHO-K1 Ca PAM	M4 antag	CHRM5 PAM	M5 antag	M4 PAM	CHO-K1 Ca antag	M5 ag	CHO-K1 Ca ag
CN(C)c1ccc(-c2ccc3c(=O)c4ccccc4n(C)c3c2)cn1	1	12	5	7	7	13	-8	1	0.3
COc1ccc(F)cc1CSc1nnnn1-c1ccc(O)cc1	6	2	15	-5	-1	-7	-7	-1	5.9
COc1ccc(CCNC(=O)Nc2ccc3c(c2)c(=O)n(C)n3CC=C(C)C)cc1OC	1	-8	3	-1	1	2	-10	1	0.2
O=S(=O)(c1ccc(F)cc1)N1CCN=C1SCc1cccc(F)c1	-1	-6	2	5	-12	-6	-2	-6	0.0
COc1ccc(CC(=O)OC(C)C(=O)Nc2ccc(S(N)(=O)=O)cc2)cc1 (stereo unspecified)	2	-6	-2	-1	-1	9	-1	8	0.7
C[C@]12CC[C@@H]3c4ccc(O)cc4CC[C@H]3[C@@H]1CC[C@@H]2OC(=O)CCC(=O)O	3	-5	18	3	-4	-4	3	2	2.5
Cc1ccc(NC(=O)[C@H](CC(C)C)NC(=O)[C@@H]2Cc3ccccc3CN2)cc1	0	9	-2	1	-2	1	-1	-3	5.7
O=C(Nc1ccc2c(c1)C(=O)OC2)c1ccc(C(F)(F)F)cc1	2	5	-1	1	6	-3	-11	-2	1.4
CCN(CC)c1ccc(N2C(=O)CSC2=S)cc1	2	-1	-4	1	1	6	-4	1	2.2
COc1cc(C(=O)N/N=C/c2sc(=O)n(-c3ccccc3)c2Cl)cc(OC)c1OC	5	16	6	-8	7	-13	-2	-2	1.8
O=[N+]([O-])c1ccc(CNc2ccc(F)cc2)s1	-1	24	2	-4	14	-3	-10	-16	2.2
O=C(Nc1nc(-c2ccccn2)cs1)c1ncc(Cl)c(Cl)c1Cl	3	16	10	3	5	5	1	-5	1.4
CC[C@@H](C)[C@H](N)C(=O)NC[C@H]1O[C@@H](n2cnc3c(N)ncnc32)[C@H](O)[C@@H]1O	-1	19	0	3	-1	-4	-20	1	0.3
COc1ccc(/C=N/Nc2cc(C)nc3ccccc23)cc1	0	11	-7	6	3	3	1	-5	0.1
COc1cc(OC)cc(C(=O)N[C@H](C(=O)OCC(=O)Nc2ccc(OC)c(OC)c2)C(C)C)c1	7	20	-6	3	-2	4	-12	0	1.4
O=C(COc1ccc2c(c1)CCC2)N1CCN(c2cccc(C(F)(F)F)c2)CC1	1	6	-5	0	-6	-7	-2	0	0.8
Cc1ccc(Cn2nc3c(cc2=O)CCc2ccccc2-3)cc1	-1	13	-10	-3	4	4	-23	-1	0.1
Cc1cc(C)c(C)c(S(=O)(=O)N2CCC(C(=O)NCC(c3ccccc3)N(C)C)CC2)c1C (stereo unspecified)	6	8	0	-2	10	-4	-6	-5	3.3
C/C(CC(=O)Nc1cccc2c1CCCC2)=N\NC(=O)c1ccccc1N	1	-10	1	1	3	-2	-2	2	0.1
COC(=O)c1cc(OC)c(OC)cc1NC(=O)CN1C(=O)c2ccccc2C1=O	1	8	3	1	-4	17	-4	-2	0.0
Cc1cc(N/N=C/c2ccccc2F)c2ccccc2n1	0	-2	8	0	-10	-4	-9	-7	0.0
CC(C)C(=O)NNc1ccccc1	1	19	2	5	-2	5	-12	1	0.5
COc1cccc(CN2CC(C(=O)N3CCN(C(C)C)CC3)CCC2=O)c1 (stereo unspecified)	0	-15	-3	1	6	3	9	-5	0.1
O=C(CN1CCN(CC(=O)Nc2ccccc2F)CC1)Nc1ccc2c(c1)OCCO2	1	-7	-5	-5	11	2	10	-1	-0.5
COc1ccc(N2C(=O)CC(N(CCc3ccccc3)C(=O)/C=C/C(=O)O)C2=O)cc1 (stereo unspecified)	0	2	6	-2	4	-7	-15	-2	0.2
O=C(Nc1ccc(Cl)c(C(F)(F)F)c1)[C@@H]1CC=C[C@@H]2CCN(C3CC3)C(=O)[C@@H]21	0	47*	3	-3	11	3	-3	-4	-0.3
Cc1cc2c(cc1C)-n1nnnc1C(N(Cc1ccccc1)Cc1ccccc1)C(=O)N2 (stereo unspecified)	3	nt	-6	-2	0	-8	nt	1	nt
O=C(c1ccccc1)N(Cc1cccc(Br)c1)C1CCS(=O)(=O)C1 (stereo unspecified)	0	-5	-3	4	2	1	-9	-2	1.1
CC(C)NC(=O)N(C)C[C@H]1Oc2ccc(NC(=O)Cn3cnnn3)cc2C(=O)N([C@H](C)CO)C[C@@H]1C	0	18	2	-3	6	9	-7	1	0.7
CCCNC(=O)c1cccc(COCC(F)(F)C(F)F)c1	0	2	8	-8	1	14	-8	3	-0.4
CSc1ccc(CCNS(=O)(=O)c2csc(C(N)=O)c2)cc1	3	9	6	-2	10	-4	1	-2	3.0
O=C(NCC1CCCCC1)c1ccco1	0	10	-3	0	1	-4	-4	3	7.2

Retrieved one by one from above, 6 records:
Molecule	CHRM4 agonist	CHO-K1 Ca PAM	M4 antag	CHRM5 PAM	M5 antag	M4 PAM	CHO-K1 Ca antag	M5 ag	CHO-K1 Ca ag
COc1ccc(N2C(=O)CC(N(CCc3ccccc3)C(=O)/C=C/C(=O)O)C2=O)cc1 (stereo unspecified)	0	2	6	-2	4	-7	-15	-2	0.2
Cc1cc2c(cc1C)-n1nnnc1C(N(Cc1ccccc1)Cc1ccccc1)C(=O)N2 (stereo unspecified)	3	nt	-6	-2	0	-8	nt	1	nt
O=C(NCC1CCCCC1)c1ccco1	0	10	-3	0	1	-4	-4	3	7.2
CC(C)NC(=O)N(C)C[C@H]1Oc2ccc(NC(=O)Cn3cnnn3)cc2C(=O)N([C@H](C)CO)C[C@@H]1C	0	18	2	-3	6	9	-7	1	0.7
CCCNC(=O)c1cccc(COCC(F)(F)C(F)F)c1	0	2	8	-8	1	14	-8	3	-0.4
O=C(Nc1ccc(Cl)c(C(F)(F)F)c1)[C@@H]1CC=C[C@@H]2CCN(C3CC3)C(=O)[C@@H]21	0	47*	3	-3	11	3	-3	-4	-0.3

The list continues:
Sequence of screens: CHRM4 agonist, CHO-K1 Ca PAM, M4 antag, CHRM5 PAM, M5 antag, M4 PAM, CHO-K1 Ca antag, M5 ag, CHO-K1 Ca ag
COc1ccc(-c2c(C)nn3c(N4CCCCCC4)cc(C)nc23)cc1OC
→ -1, 7, 2, -2, 11, -3, -2, -6, 0.5
CC(C)(C)C(=O)Nc1nnc(SCC(=O)Nc2ccc3c(c2)OCO3)s1
→ 2, 1, -4, 4, -2, -2, -4, 1, 1.4
CSc1ccc(C(=O)C2CCCN(C(=O)CCc3cnn(C)c3)C2)cc1 (stereo unspecified)
→ 4, 4, -6, 0, 1, -3, -11, 0, 5.0
Fc1ccc(/C=N/Nc2nc3ccccc3[nH]2)cc1F
→ 5, 8, 1, -7, 8, -1, -15, -3, 1.3
Cc1ccc(-n2nc3c(=O)n(CCCC(=O)N4CCC(C(N)=O)CC4)nc(C)c3c2C)cc1
→ 2, 6, -7, 3, -9, -1, -13, -7, -0.6
CCOC(=O)N1CCN(C(=O)CN(C2CCCCC2)S(C)(=O)=O)CC1
→ 1, 15, -3, -5, 3, 5, 1, -2, -0.2
O=C(Nc1ccccc1C(=O)NCCN1CCOCC1)c1ccc(Cl)cc1Cl
→ 2, 17, -1, 2, -4, 4, -6, 1, 0.4
O=C(CCNS(=O)(=O)c1ccc(Cl)cc1)NCc1ccccn1
→ 0, 4, -8, -2, -2, -5, -8, 1, 0.1
CCOc1ccc(CCNC(=O)C2CC(=O)N(c3ccc4c(c3)OCCO4)C2)cc1OCC (stereo unspecified)
→ 1, -9, 1, 3, 1, 2, 3, 3, 1.5
CCc1nc2c(OCc3ccc(C#N)cc3)cccn2c1N(C)C(=O)c1ccco1
→ 0, 13, -10, -1, -3, 4, -13, -1, 0.6
C=CCN(CC=C)C(=O)C(=O)c1cc(C)n(-c2ccc([N+](=O)[O-])cc2)c1C
→ 2, 13, -3, -12, 4, 2, -31, 2, 2.3
CCOc1ccccc1CNC(=O)C1CCN(C(=O)c2sccc2-n2cccc2)CC1
→ 2, 6, 12, 1, -7, -4, -4, 0, 1.5
COc1cc(C(=O)OCCc2c(C)nc3nc[nH]n3c2=O)cc(OC)c1OC
→ 0, 19, 0, 7, 0, -4, -3, 0, 0.3
C=CCn1c(SCC(=O)Nc2sccc2C(N)=O)nc2ccc(Cl)cc2c1=O
→ 5, 18, 2, -7, 11, -7, -8, 2, 4.6
CC(=O)N/C(N)=N/c1nc2cc([N+](=O)[O-])ccc2o1
→ 1, -11, 5, -6, 6, 1, -1, 3, 0.8
CC(=O)c1ccc(OCC(O)CN2CCN(c3ccc(F)cc3)CC2)cc1 (stereo unspecified)
→ 2, -1, 17, -5, 12, -10, -9, -2, 4.6
c1ccc2[nH]cnc2c1
→ 1, 11, -31, 4, -10, 4, -1, 0, 0.8
CCC(C)[C@H](NC(=O)[C@@H]1Cc2ccccc2CN1C(=O)OC(C)(C)C)C(=O)NCC1CCC(C(=O)O)CC1 (stereo partly specified)
→ 0, 16, 9, 6, 2, 13, -13, 3, 0.7
O=Cc1c(C(=O)O)n(CC(=O)O)c2ccccc12
→ 0, 18, -6, 1, 5, 1, -8, -1, 0.9
CN(c1cccc(NS(=O)(=O)c2cccc([N+](=O)[O-])c2)c1)S(C)(=O)=O
→ 5, 16, -11, 10, 9, 4, 3, 3, 0.6
